Compound activity: PubChem BioAssay, National Center for Advancing Translational Sciences (NCATS)
N370S GC mod: qHTS Assay for Inhibitors and Activators of N370S glucocerebrosidase as a Potential Chaperone Treatment of Gaucher Disease | Potency, µM (doses to about 59.4 µM), for the others: at the highest dose activity change, negative = inhibition, most hits filed as inhibitors | N370S GC spleen homogenate, 4MU-glucoside fluorescence | actives 0.092% (n = 330,000);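 also: 0% = full enzyme activity and -100% = no enzyme basal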
KAT2A inh: qHTS Assay for Inhibitors of GCN5L2 | Histone acetyltransferase KAT2A (Homo sapiens), Q92830 | GCN5L2 HAT assay, ThioGlo1 CoA-SH fluorescence | Potency, µM (titrated, usually from 58.9 µM), without a hit: top-dose activity change, negative = inhibition, hits mostly inhibitors | actives 0.21% (n = 390,000) | AID 504327, 2011
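qHTS, 1536-well. 20nM enzyme, pH 7.5 HEPES/EDTA/Tween-20 buffer; 15 min compound preinc., RT. Start: 75uM H3(1-25), 70uM AcCoA, 50uM ThioGlo1. Read Ex340/Em540 at t=0 (autofluorescence flag) and t=20 min.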
FEN1 inh: qHTS Assay for the Inhibitors of Human Flap endonuclease 1 (FEN1) | P39748 | Recombinant FEN1 flap cleavage, fluorescence, 15 min | Potency, µM (top dose mostly 114 µM), for inactives: at the highest dose activity change, negative = inhibition, most hits filed as inhibitors | actives 0.35% (n = 390,000); also: nearly all actives have a fitted effect of over 65% in size
Target sequence (P39748 whole entry, looked up): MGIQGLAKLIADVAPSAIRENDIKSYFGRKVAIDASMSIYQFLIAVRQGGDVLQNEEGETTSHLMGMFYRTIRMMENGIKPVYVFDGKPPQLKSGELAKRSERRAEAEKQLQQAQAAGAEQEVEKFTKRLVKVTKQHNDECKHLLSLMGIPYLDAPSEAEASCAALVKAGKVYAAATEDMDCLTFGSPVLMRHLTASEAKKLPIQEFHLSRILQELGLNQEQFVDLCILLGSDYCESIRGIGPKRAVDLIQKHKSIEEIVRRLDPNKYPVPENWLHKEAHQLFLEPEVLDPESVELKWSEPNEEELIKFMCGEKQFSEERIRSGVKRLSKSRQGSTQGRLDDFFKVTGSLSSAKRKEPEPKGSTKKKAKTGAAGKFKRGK
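Recombinant FEN1 (10 nM) was preincubated with pin-transferred compounds for 15 min at room temperature, then flap DNA substrate (50 nM final) was added. Plates were read at 0 and 15 min, and normalized concentration–response data were fitted to a four-parameter Hill equation.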
An asterisk follows results filed as active; & = joins results of further samples. Calls follow the shape of the dose curve; as a rule, active = well fitted curve in the direction sought with a large enough effect; inconclusive = small, poorly fitted or top-dose-only effect, or another doubt; inactive = no such curve, though single readings can be large; an effect the other way counts as inactive or inconclusive. Unless noted, % is scaled to controls: 0 for no effect and ±100 for the full control effect; potency is read from the fitted curve at half-maximal effect.

Screening COc1cc(OC)c(/C=N/NC(=O)c2ccncc2)c(OC)c1 returned N370S GC mod 1%, KAT2A inh -18% and FEN1 inh 5%.
Cc1ccc(Cl)cc1NC(=O)C1CCN(c2nc3ccccc3n3cccc23)CC1 was read as KAT2A inh -17% and FEN1 inh -15%.
Screening CCn1cc2c(n1)-c1c(oc(C(=O)Nc3ccc(Br)cc3F)c1C)CC2 returned KAT2A inh -13% and FEN1 inh -6%.
For COc1ccccc1-c1nc(N2CCOCC2)c2ccccc2n1 the results were N370S GC mod 6% and KAT2A inh 1%.
`NC(=O)c1cc([N+](=O)[O-])ccc1N1CCN(Cc2ccccc2)CC1` gave N370S GC mod -19%, KAT2A inh -5% and FEN1 inh 23%.
`O=C(NCCO)c1cc2cc(Cl)cc(Cl)c2oc1=O` gave N370S GC mod 14%, KAT2A inh inconclusive and FEN1 inh 6%.
For Cc1ccc(/C=C/c2onc(C)c2S(=O)(=O)N2CCC(C(=O)Nc3cccc(C#N)c3)CC2)cc1 the results were KAT2A inh -7% and FEN1 inh -18%.
For Cc1cc(C(=O)NNS(=O)(=O)c2cc(C(=O)O)ccc2Cl)c(C)n1-c1ccccc1 the results were KAT2A inh -15% and FEN1 inh 9%.
For CCOC(=O)N1CCN(c2c(N3CC=C(c4ccccc4)CC3)c(=O)c2=O)CC1 the results were N370S GC mod -3%, KAT2A inh -6% and FEN1 inh 18%.
CCc1cccc(NC(=O)CCc2c(C)nn(-c3ccc(N4CCCCC4)nn3)c2C)c1 was read as N370S GC mod -4%, KAT2A inh -10% and FEN1 inh 5%.

Among those listed so far, 7 contain nitrogen in an aromatic ring.
Screening COc1cc(OC)c(/C=N/NC(=O)c2ccncc2)c(OC)c1 returned N370S GC mod 1%, KAT2A inh -18% and FEN1 inh 5%.
Cc1ccc(Cl)cc1NC(=O)C1CCN(c2nc3ccccc3n3cccc23)CC1 was read as KAT2A inh -17% and FEN1 inh -15%.
Screening CCn1cc2c(n1)-c1c(oc(C(=O)Nc3ccc(Br)cc3F)c1C)CC2 returned KAT2A inh -13% and FEN1 inh -6%.
For COc1ccccc1-c1nc(N2CCOCC2)c2ccccc2n1 the results were N370S GC mod 6% and KAT2A inh 1%.
For Cc1ccc(/C=C/c2onc(C)c2S(=O)(=O)N2CCC(C(=O)Nc3cccc(C#N)c3)CC2)cc1 the results were KAT2A inh -7% and FEN1 inh -18%.
For Cc1cc(C(=O)NNS(=O)(=O)c2cc(C(=O)O)ccc2Cl)c(C)n1-c1ccccc1 the results were KAT2A inh -15% and FEN1 inh 9%.
CCc1cccc(NC(=O)CCc2c(C)nn(-c3ccc(N4CCCCC4)nn3)c2C)c1 was read as N370S GC mod -4%, KAT2A inh -10% and FEN1 inh 5%.

(more compounds)
For CC(CCc1ccccc1)NC(=O)C(Cc1ccccc1)NS(=O)(=O)c1cccs1 (stereo not drawn) the results were N370S GC mod 6%, KAT2A inh -12% and FEN1 inh -12%.
CN(C(=O)COC(=O)c1nc(Cl)c(Cl)c(Cl)c1Cl)C1CCS(=O)(=O)C1 (stereo not drawn) was read as N370S GC mod 2%, KAT2A inh -11% and FEN1 inh 7%.
`COc1ccc(Cl)c(Cn2c(NCCCO)nc3c2c(=O)n(C)c(=O)n3C)c1` gave N370S GC mod 1%, KAT2A inh -1% and FEN1 inh -10%.
O=C(NCCc1ccc(F)cc1)c1cccc(NC(=O)c2ccccc2)c1 was read as N370S GC mod 1%, KAT2A inh -7% and FEN1 inh -12%.
Screening Cc1nc(-c2ccc(S(=O)(=O)N3CCN(C4c5ccccc5-c5ccccc54)CC3)s2)cs1 returned N370S GC mod 2%, KAT2A inh -1% and FEN1 inh -9%.
`CC(C)CN1CCN(C2CCN(C(C)C)CC2)C(CCO)C1` (stereo not drawn) gave N370S GC mod -5% and KAT2A inh -4%.
For Cn1ccnc1SCC(=O)c1ccc(Br)cc1 the results were N370S GC mod 9%, KAT2A inh -12% and FEN1 inh 0%.
Screening O=C(COC(=O)c1ccc(Cl)nc1)Nc1ccccc1OC(F)F returned N370S GC mod 2%, KAT2A inh -1% and FEN1 inh -5%.
For COc1ccc(-c2cc(C(=O)Nc3cnn(Cc4ccccc4C)c3)no2)cc1OC the results were N370S GC mod 8%, KAT2A inh inconclusive and FEN1 inh -3%.
For O=C(NCc1ccncc1)C(=O)N/N=C/c1ccccn1 the results were N370S GC mod 7%, KAT2A inh -7% and FEN1 inh 4%.
`Cc1ccc(NC(=O)c2cccc(F)c2)cc1S(=O)(=O)N1CCCCCC1` gave N370S GC mod 2%, KAT2A inh -4% and FEN1 inh -19%.
`CC(=O)N1CCc2c(sc3c2c(=O)n(-c2ccccc2)c(=O)n3CC(=O)Nc2cc(C)cc(C)c2)C1` gave KAT2A inh -6% and FEN1 inh 2%.
`O=C(CC1C(=O)NCCN1Cc1cccc(F)c1)NCCCN1CCCC1=O` (stereo not drawn) gave N370S GC mod -19%, KAT2A inh 1% and FEN1 inh 2%.
Screening CC(C)(C)n1[nH]c2c3c(ccc2c1=O)C(=O)c1ccccc1C3=O returned N370S GC mod inconclusive, KAT2A inh -2% and FEN1 inh 1%.
Screening Cc1ccc(OCC(=O)OCCN2C(=O)c3ccccc3C2=O)cc1C returned N370S GC mod 11%, KAT2A inh -6% and FEN1 inh -17%.
`CC1C/C(=C/c2cccs2)C(=O)/C(=C/c2cccs2)C1` (stereo not drawn) gave N370S GC mod -25%, KAT2A inh -5% and FEN1 inh -6%.
Screening CCOc1ccc(-c2nc(SCC(=O)Nc3ccc4c(c3)OCCO4)c(-c3ccc(F)cc3)[nH]2)cc1 returned KAT2A inh 2% and FEN1 inh 12%.
For Cc1ccc(S(=O)(=O)NNC(=O)c2cnn(-c3ccccc3)c2-n2cccc2)cc1 the results were N370S GC mod 5%, KAT2A inh -5% and FEN1 inh -4%.
For CCn1c2ccc(Cl)cc2c2nc3ccccc3nc21 the results were N370S GC mod 14%, KAT2A inh -6% and FEN1 inh -17%.
Screening Nc1nc(SCc2cccc(Br)c2)n[nH]1 returned N370S GC mod 3%, KAT2A inh -6% and FEN1 inh -5%.
CC(=O)N(O)CCCCCNC(=O)CCC(=O)N(O)CCCCCNC(=O)CCC(=O)N(O)CCCCCN was read as N370S GC mod -5%, KAT2A inh -8% and FEN1 inh -12%&-2%.
COc1ccc(Nc2c(-c3ccco3)nc3ccc(C)cn23)cc1 was read as N370S GC mod -15%, KAT2A inh -4% and FEN1 inh -6%.
Screening CC(c1n[nH]c(=S)n1-c1ccc(Cl)cc1)N(C)C (stereo not drawn) returned N370S GC mod -9%, KAT2A inh 2% and FEN1 inh 1%.
For Nc1ncccc1C(=O)OCC(=O)NC1CCCCCC1 the results were KAT2A inh -15% and FEN1 inh 15%.
`CC(C)(C)c1ccc(C(=O)OCCN2CCCCC2)cc1` gave N370S GC mod -6%, KAT2A inh 5% and FEN1 inh -2%.
`O=C(N/N=C/C=C\c1ccccc1[N+](=O)[O-])c1ccco1` gave N370S GC mod -4%, KAT2A inh -2% and FEN1 inh 12%.
CCC(=O)N1CCc2cc(S(=O)(=O)NCCC(=O)Nc3ccc(OC)cc3)ccc21 was read as N370S GC mod -7%, KAT2A inh -4% and FEN1 inh 21%.
`Cc1ccc(N=CC2=C(O)CC(c3ccccc3Cl)CC2=O)cc1` (stereo not drawn) gave N370S GC mod 2%, KAT2A inh -1% and FEN1 inh 3%.
For O=C(NCc1ccco1)C1CC(c2ccc(Cl)c(Cl)c2)=NO1 (stereo not drawn) the results were N370S GC mod -12%, KAT2A inh 0% and FEN1 inh -3%.
Screening Cn1c2ccccc2c2cc(/C=N/NC(=O)c3cc(O)ccc3O)ccc21 returned N370S GC mod -15%, KAT2A inh inconclusive and FEN1 inh 56µM*.
Screening O=S1(=O)[C@H]2C[C@@H]3C=C[C@]2(CN1Cc1ccc(C(F)(F)F)cc1)O3 returned N370S GC mod -10%, KAT2A inh -5% and FEN1 inh 17%.
For CCOC(=O)C(Cc1ccccc1)NC(=O)CNC(C)=O (stereo not drawn) the results were N370S GC mod -10%, KAT2A inh 0% and FEN1 inh -7%.
CCOc1cc(/C=N/NC(=O)c2cccc(S(=O)(=O)N3CCCC3)c2)ccc1OCC(=O)N(C)C was read as N370S GC mod -2%, KAT2A inh -1% and FEN1 inh 1%.
`Cc1c(NC(=O)c2ccc(S(=O)(=O)N3CCOCC3)cc2)c(=O)n(-c2ccccc2)n1C` gave N370S GC mod -1%, KAT2A inh -3% and FEN1 inh 0%.
C[C@H](CO)N1C[C@H](C)[C@H](CN(C)Cc2ccncc2)Oc2ccc(NC(=O)Nc3ccc(C(F)(F)F)cc3)cc2CC1=O was read as KAT2A inh -9% and FEN1 inh -2%.
`COc1ccccc1NC(=O)Nc1ccnn1Cc1cccs1` gave N370S GC mod 13%, KAT2A inh 2% and FEN1 inh -8%.
`N#CC1=C(SCC(=O)c2cc3ccccc3oc2=O)NC(=O)C(C#N)C12CCCC2` (stereo not drawn) gave N370S GC mod -6%, KAT2A inh inconclusive and FEN1 inh 1%.
CC(=O)c1ccc(S(=O)(=O)N2CCN(C)CC2)cc1 was read as N370S GC mod 3%, KAT2A inh -3% and FEN1 inh -4%.
Screening COc1ccc(-c2nc(S(=O)(=O)c3ccc(Cl)cc3)c(NCc3ccccc3)o2)cc1 returned KAT2A inh -18% and FEN1 inh 4%.
Cc1ccc(C)c(-n2nnnc2SCC(=O)Nc2c(C)n(C)n(-c3ccccc3)c2=O)c1 was read as N370S GC mod 0%, KAT2A inh -2% and FEN1 inh 3%.
Screening CCOC(=O)c1cnn(-c2cc(C(C)(C)C)nc3c(-c4ccccc4)c(C)nn23)c1N returned N370S GC mod 9%, KAT2A inh -4% and FEN1 inh 4%.
`COc1cc(CNCc2ccccn2)ccc1OCc1cccc(Cl)c1` gave N370S GC mod -27%, KAT2A inh inconclusive and FEN1 inh -12%.
CC(C)CN(c1ccccc1)S(=O)(=O)c1nnc(NC(=O)C(C)C)s1 was read as N370S GC mod 4%, KAT2A inh 20% and FEN1 inh -3%.
Screening CC(=O)NC(Cc1cc(C)ccc1C)C(=O)N1CCN(C(=O)c2ccccc2Br)CC1 (stereo not drawn) returned N370S GC mod -5%, KAT2A inh -1% and FEN1 inh 2%.
Screening CC(=O)N1N=C(c2cccc(Cl)c2)OC1c1cccc([N+](=O)[O-])c1 (stereo not drawn) returned N370S GC mod 1%, KAT2A inh -2% and FEN1 inh 7%.
For CN(C)CCNC(=O)c1c(NC(=O)c2ccccc2)sc2c1CCCC2 the results were N370S GC mod -20%, KAT2A inh -2% and FEN1 inh inconclusive.
For Cc1c(CC(=O)NCCc2ccc(Cl)cc2)c(=O)oc2c(C)c3occ(C(C)(C)C)c3cc12 the results were KAT2A inh -11% and FEN1 inh -8%.
For C=CCn1c(SCC(=O)Nc2ccccc2OC)nnc1-c1ccco1 the results were N370S GC mod 7% and KAT2A inh -15%.
O=C(CN(C(=O)CCC(=O)Nc1nccs1)c1cccc(F)c1)NCc1ccc(F)cc1 was read as N370S GC mod 1%, KAT2A inh -6% and FEN1 inh -20%.
For CCCNC(=O)Cn1nc(C(F)(F)F)c2c1CCCC2 the results were N370S GC mod 4%, KAT2A inh 0% and FEN1 inh 5%.
For C=CCOC(/C=C/c1ccccc1)CC (stereo not drawn) the results were N370S GC mod -1% and FEN1 inh -15%.
Screening O=C(CCCN1C(=O)c2ccccc2C1=O)NCCN1C(=O)S/C(=C\c2cccs2)C1=O returned N370S GC mod 23%, KAT2A inh -8% and FEN1 inh 6%.
Screening O=C(Nc1ccccc1Cl)c1cc(S(=O)(=O)N2CCCC(C(=O)O)C2)ccc1F (stereo not drawn) returned N370S GC mod 13%, KAT2A inh 0% and FEN1 inh -8%.
`Cc1ccc(S(=O)(=O)Nc2ccccc2C(=O)N2CCCCC2)cc1` gave N370S GC mod 0%, KAT2A inh -3% and FEN1 inh -9%.
For O=C(Nc1ccccc1Cl)[C@H](CSCc1ccccc1)N1Cc2ccccc2C1=O the results were KAT2A inh -8% and FEN1 inh 3%.
Screening CCCOc1nc2c(c(=O)n(C)c(=O)n2C)n1CCC returned N370S GC mod 6%, KAT2A inh -1% and FEN1 inh -9%.
CC(C)CC1NC(=O)N(CC(=O)Nc2ccccc2-c2ccccc2)C1=O (stereo not drawn) was read as N370S GC mod 6%, KAT2A inh -3% and FEN1 inh 4%.
For O=C(CC1NC(=O)NC1=O)Nc1ccccc1 (stereo not drawn) the results were N370S GC mod 20%, KAT2A inh -10% and FEN1 inh 0%.
For O=C(CN1C(=O)NC2(CCCCC2)C1=O)N1CCN(S(=O)(=O)c2ccc(F)cc2)CC1 the results were N370S GC mod -1%, KAT2A inh 2% and FEN1 inh 15%.
